# From PubChem BioAssay
# Rab9 promoter act – activators of Rab9 promoter | Potency, µM (series often up to 9.22 µM), for inactives: top-dose activation, negative = inhibition, most hits filed as activators | AID 485297 | 320,000 compounds, 2.8% hits | Huh7 Rab9 promoter-luciferase reporter, luminescence, 24 h; further: potency means the concentration at half of the fitted maximal effect; % of control where 0% means no effect; nearly all actives have a fitted effect of over 60% in size
#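 Steps: seed 1500 Huh7 Rab9-luc cells per well, rest 2 h at 37 °C; add compound in DMSO; incubate 24 h; add luciferase reagent, 10 min ambient; read luminescence.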
# Gal4-VP16 FLuc – inhibits Gal4-VP16 luciferase reporter, ROR gamma counter-screen. Drosophila S2 Gal4-VP16 UAS-luciferase, luminescence, 20 h. Potency, µM (top dose mostly 53.6 µM), for the others: top-dose activity, negative = inhibition, hits mostly inhibitors. 310,000 compounds, 3.5% hits;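 further: Gal4-VP16 expression switched on by copper sulfate through the metallothionein promoter; potency means the concentration at half of the fitted maximal effect; on the % scale 0 is the no-effect control and ±100 the full control effect; nearly all actives have a fitted effect of over 50% in size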
# ELG1 genotox – genotoxicity induction in ELG1-luciferase HEK293T cells; HEK293T ELG1-luciferase reporter, luminescence, 16 h; Potency, µM (doses to about 46 µM), for the others: at the top dose activity change, positive = activation, hits mostly activators; 330,000 compounds, 1.3% hits; further: potency means the concentration at half of the fitted maximal effect; % of control where 0% means no effect; nearly all actives have a fitted effect of over 60% in size
#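 After overnight (16 hr) compound treatment at 37 °C, ELG1-luciferase HEK293T cells were lysed with ONE-Glo; luminescence quantified 30 min later at room temperature.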
# PKM2 act – increases activity of human pyruvate kinase M2; P14618; purified PKM2, Kinase-Glo ATP luminescence, activation; response scale: 0% is enzyme alone, no compound; Potency, µM (highest dose often 57.5 µM), without a hit: at the top dose activation, actives largely listed as activators; 260,000 compounds, 0.34% hits; further: potency means the concentration at half of the fitted maximal effect; on the % scale 0 is the no-effect control and ±100 the full control effect; nearly all actives have a fitted effect of over 55% in size
#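 Kinase-Glo luminescence reports ATP generated from ADP (0.1 mM) and PEP (0.5 mM) by purified hPK-M2 after 1 h at room temperature, pH 7.2 imidazole buffer; intermediate enzyme activity allows detecting inhibitors and activators.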
# BRCA1 expr up – increases BRCA1 expression; Potency, µM (top dose mostly 46.1 µM), without a hit: top-dose activation, usual class: activators; MCF7-BRCA1-FFLuc reporter, luminescence, 48 h; response scale: scaled: vehicle 0%, 10 µM genistein 100%; 380,000 compounds, 1.1% hits; further: potency means the concentration at half of the fitted maximal effect; nearly all actives have a fitted effect of over 80% in size; some results filed as inactive show a strong effect at the top dose
#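 Compounds are tested at multiple concentrations on MCF7 BRCA1-luciferase reporter cells seeded at 2000 per well; after 48 h, a single luminescence end-point is taken and curves fitted to the normalized data.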
# RORg inh – ROR gamma (mouse) transcription inhibition. Drosophila S2 Gal4-RORgamma UAS-luciferase reporter, 20 h. Potency, µM (top dose mostly 53.6 µM), for the others: at the top dose activity change, negative = inhibition, actives largely listed as inhibitors. 310,000 compounds, 5.4% hits; further: potency means the concentration at half of the fitted maximal effect; on the % scale 0 is the no-effect control and ±100 the full control effect; nearly all actives have a fitted effect of over 60% in size
# Target sequence (P51450 whole entry, looked up, the tested form may be a part): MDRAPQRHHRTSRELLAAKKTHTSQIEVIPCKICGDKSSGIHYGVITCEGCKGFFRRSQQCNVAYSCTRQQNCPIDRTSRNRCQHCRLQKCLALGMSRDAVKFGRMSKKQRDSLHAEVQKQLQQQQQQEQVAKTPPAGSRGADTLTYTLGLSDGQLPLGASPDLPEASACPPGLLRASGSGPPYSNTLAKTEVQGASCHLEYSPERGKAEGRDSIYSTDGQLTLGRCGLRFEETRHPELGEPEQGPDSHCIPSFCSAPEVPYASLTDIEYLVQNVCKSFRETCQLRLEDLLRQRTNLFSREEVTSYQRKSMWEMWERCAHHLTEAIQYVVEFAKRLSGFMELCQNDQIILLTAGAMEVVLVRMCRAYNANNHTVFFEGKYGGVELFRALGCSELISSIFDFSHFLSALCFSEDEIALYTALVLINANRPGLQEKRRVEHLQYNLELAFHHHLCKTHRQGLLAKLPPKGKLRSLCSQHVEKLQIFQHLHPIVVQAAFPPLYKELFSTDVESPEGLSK
#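 ROR gamma transcriptional activity was tracked as Gal4-UAS luciferase output in stably transfected Drosophila Schneider cells, with compound added 1 hr before 700 uM copper sulfate induction and a 20 hr ambient-temperature incubation.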
# Menin MLL FP TR – inhibitors of human menin-MLL interaction, mutant MLL peptide | Menin + Texas Red MLL mutant peptide, fluorescence polarization | O00255 | 270,000 compounds, 0.23% hits | Potency, µM (top dose mostly 61.6 µM), inactives show at the highest dose FP activity change, negative = inhibition, actives largely listed as inhibitors; active means well fitted inhibition curve with a large enough effect in the polarisation, with a control signal flat, not every such curve was filed as active; inconclusive means small, poorly fitted or top-dose-only effect, or effect the other way, or a change in a side signal; inactive means no such curve, though single readings can be large or run the other way; the % refers to the polarisation; further: potency means the concentration at half of the fitted maximal effect; % of control where 0% means no effect; many of its hits are not listed in these tables
# Giardia killer – kills Giardia lamblia | 340,000 compounds, 0.15% hits | activity change, % at 7.66 µM, hits read low | Giardia lamblia trophozoite viability | AID 540267; in the data active means activity change below about -80%; inconclusive means between about -30% and that limit;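 further: parasites exposed to compound for two days anaerobically before the ATP read; on the % scale 0 is the no-effect control and ±100 the full control effect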
#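 Anaerobic 48 hrs incubation at 37 deg C of 100 trophozoites/well with test compounds; ATPLite 1-Step luminescence, 15-30 min RT, reports cellular ATP as viability.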
# FLuc counter – counter-screen for miR-21 project: firefly luciferase inhibitors or activators | P08659 | purified FLuc, Km substrates, luminescence inhibition | Potency, µM (highest dose often 57.5 µM), for inactives: at the highest dose activity change, negative = inhibition, usual class: inhibitors | 360,000 compounds, 6.9% hits;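 further: potency means the concentration at half of the fitted maximal effect; plate controls were vehicle for no effect and reference inhibitor for full effect; nearly all actives have a fitted effect of over 55% in size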
# Target sequence (P08659 whole entry, looked up): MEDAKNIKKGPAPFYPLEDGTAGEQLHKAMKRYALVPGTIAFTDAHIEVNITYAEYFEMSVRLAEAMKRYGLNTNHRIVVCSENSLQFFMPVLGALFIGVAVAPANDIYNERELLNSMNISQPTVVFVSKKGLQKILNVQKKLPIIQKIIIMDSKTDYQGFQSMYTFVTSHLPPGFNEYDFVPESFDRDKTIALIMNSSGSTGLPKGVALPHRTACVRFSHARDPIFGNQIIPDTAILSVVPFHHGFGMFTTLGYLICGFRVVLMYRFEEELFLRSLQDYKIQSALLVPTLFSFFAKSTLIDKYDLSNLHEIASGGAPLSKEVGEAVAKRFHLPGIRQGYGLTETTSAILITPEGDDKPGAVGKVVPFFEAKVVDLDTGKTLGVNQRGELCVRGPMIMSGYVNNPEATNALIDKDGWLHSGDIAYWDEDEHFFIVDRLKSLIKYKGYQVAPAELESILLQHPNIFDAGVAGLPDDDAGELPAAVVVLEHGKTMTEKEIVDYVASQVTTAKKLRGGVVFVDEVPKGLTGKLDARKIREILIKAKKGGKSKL
#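 Purified P. pyralis luciferase (10nM final) with 10uM D-luciferin and 10uM ATP (Km levels) in 50mM Tris acetate pH 7.5, 10mM Mg acetate, 0.01% Tween-20, 0.05% BSA; qHTS 6-point titration, ~60 µM downward; luminescence read.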
# NPC1 promoter act – NPC1 promoter activation. Huh7 NPC1 promoter luciferase reporter, 24 h. Potency, µM (doses to about 9.22 µM), for the others: at the top dose activation, actives largely listed as activators. 320,000 compounds, 2.4% hits;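 further: potency means the concentration at half of the fitted maximal effect; % of control where 0% means no effect; nearly all actives have a fitted effect of over 60% in size; reporter is driven by a mutant NPC1 promoter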
#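 NPC1 promoter–luciferase Huh7 cells; 24 h compound; luminescence.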
# p53 reactivation – restores transcriptional activity of mutant p53. H1299 p53-A138V BP100-luciferase reporter, luminescence, 24 h. Potency, µM (highest dose often 92.2 µM), for inactives: top-dose activity change, positive = activation, actives largely listed as activators. 320,000 compounds, 0.063% hits. AID 504706; further: potency means the concentration at half of the fitted maximal effect; % of control where 0% means no effect; nearly all actives have a fitted effect of over 45% in size
#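 H1299 (p53-null), stable ts p53-A138V + BP100-Luc; 1000 cells/well, Opti-MEM/10% FBS; cpd 4 pt, 1:5; 24 h, 37 deg C, 5% CO2; detection reagent 10 min RT; luminescence.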
# Starred values were filed as active, the others as inactive; u = inconclusive; x = no result given; & = joins results of further samples; [ ] = dose if it differs, or a comment. Unless noted, the call rests on the fitted dose curve; in most records, active means well fitted curve in the direction sought with a large enough effect; inconclusive means small, poorly fitted or top-dose-only effect, or another doubt; inactive means no such curve, though single readings can be large; an effect the other way counts as inactive or inconclusive.
SMILES,Rab9 promoter act,Gal4-VP16 FLuc,ELG1 genotox,PKM2 act,BRCA1 expr up,RORg inh,Menin MLL FP TR,Giardia killer,FLuc counter,NPC1 promoter act,p53 reactivation
Fc1ccc(CNCc2ccco2)cc1,-1%,1%,0%,x,2%,11%,u,-7,-4%,-2%,7%
CN1C(=O)c2cccc(NC(=O)CCc3ccccc3)c2C1=O,-5%,-1%,-1%,-3%,-18%,-4%,1%,1,-8%,2%,0%
C=CCN1CCN(C(=O)c2cc3c(s2)CCCC3)CC1,20%,-14%,u,0%,60%,12%,x,-18,-3%,17%,9%
CCc1ccc(NC(=O)c2cnc(SC)nc2C)cc1,0%,10%,0%,x,16%,u,22%,42[activator],u,18%,9%
CC(C)(C)C1CCC(=NNC(=S)Nc2cccnc2)CC1 (centres undefined),12%,-6%,1%,-4%,6%,u,-7%,-20,-3%,-1%,-2%
Cc1c(CCC(=O)N[C@@H](CC(C)C)C(=O)O)c(=O)oc2cc3oc4c(c3cc12)CCCC4,-7%,u,4%,x,-31%,0.63µM*,-19%,41[activator],17µM*,-3%,-7%
CCCCN(CC)C(=O)c1cc2c(=O)n3cccc(C)c3nc2s1,12%,3%,1%,x,-40%,15%,u,25,-16%&-6%,13%,-4%
O=c1nc2s/c(=C\c3ccco3)c(=O)n2nc1Cc1ccccc1,9%,-1%,-6%,-4%,11%,-9%,u,9,-2%,8%,5%
COc1ccc(CNC(=O)c2nnn(Cc3ccc(OC)cc3)c2N)cc1,1%,-7%,5%,-14%,-9%,42%,1%,3,-3%,4%,-7%
COc1ccc(Nc2nc(=O)[nH]nc2C)cc1,9%,-2%,-1%,3%,5%,-1%,1%,u,10%,-3%,-5%
CC(=O)/C(=N\Nc1ccccc1)Sc1nncn1C,-7%,2%,0%,-15%,1%,-12%,5%,20,2%,2%,-15%
O=C(NCCC(c1ccccc1)c1ccccc1)c1ccc(Br)o1,-17%,15%,-3%,-1%,-31%,27%,4%,-16,4%,0%,-4%
CCOC(=O)Nc1ccc(C(=O)NCC2CCCO2)cc1 (centres undefined),0%,-3%,-3%,-2%,21%,-1%,x,5,-2%,8%,5%
Cc1cc(Cl)ccc1OCC(=O)Nc1nc(-c2cccs2)cs1,-1%,9%,-1%,-3%,70%,2%,u,-10,24µM*,-3%,7%
CN(Cc1ccccc1)C(=O)CN(C1CCCCC1)S(C)(=O)=O,3%,6%,-1%,3%,-4%,1%,-6%,-15,2%,-3%,2%
O=C(N/N=C/c1cc(Br)cc([N+](=O)[O-])c1O)c1ccc(NC(=O)c2ccc(F)cc2)cc1,1%,11µM*,24%,-3%,-1%,8.9µM*,u,2,-11%,0%,12%
CSc1ccccc1NS(=O)(=O)c1ccccc1,14%,3%,-5%,-11%,-8%,-6%,1%,5,0%,2%,3%
O=C(CCC1CCCN(C(=O)c2ccsc2)C1)N1CCN(c2ccccn2)CC1 (centres undefined),-6%,-3%,-7%,-1%,-20%,21%,x,16,-1%,-4%,0%
C/C(=N\Nc1nc(C)cc(-c2ccccc2)n1)c1cccc(N)c1,0%,16µM*,-4%,-9%,28%,11µM*,-16%,18,3.4µM*,25%,-3%
Cc1ccc(NC(=S)N2CCOCC2)c(C)c1,8%,6%[0.365 µM],0%,0%,-17%,-28%,6%,-10,3%,8%,-7%

# Part of the list above with just Menin MLL FP TR, RORg inh and p53 reactivation.
SMILES | Menin MLL FP TR | RORg inh | p53 reactivation
CCc1ccc(NC(=O)c2cnc(SC)nc2C)cc1 | 22% | u | 9%
O=c1nc2s/c(=C\c3ccco3)c(=O)n2nc1Cc1ccccc1 | u | -9% | 5%

# 2 records picked at random from the list so far:
SMILES,Rab9 promoter act,Gal4-VP16 FLuc,ELG1 genotox,PKM2 act,BRCA1 expr up,RORg inh,Menin MLL FP TR,Giardia killer,FLuc counter,NPC1 promoter act,p53 reactivation
Cc1cc(Cl)ccc1OCC(=O)Nc1nc(-c2cccs2)cs1,-1%,9%,-1%,-3%,70%,2%,u,-10,24µM*,-3%,7%
C/C(=N\Nc1nc(C)cc(-c2ccccc2)n1)c1cccc(N)c1,0%,16µM*,-4%,-9%,28%,11µM*,-16%,18,3.4µM*,25%,-3%

# Following part
SMILES,Rab9 promoter act,Gal4-VP16 FLuc,ELG1 genotox,PKM2 act,BRCA1 expr up,RORg inh,Menin MLL FP TR,Giardia killer,FLuc counter,NPC1 promoter act,p53 reactivation
Cc1ccnc2nc(C(=O)Nc3nnc(-c4ccccc4)o3)nn12,26%,-1%,u,-21%,-5%,11µM*,-10%,10,u,0%,13%
CNCC(O)COc1cccc(OC)c1 (centres undefined),3%,-16%,-6%,1%,-2%,18%,0%,-6,3%,-2%,2%
CCc1ccc(C2=CSC3=NCCN23)cc1,-3%,-8%,-2%,x,-9%,-23%,-17%,0,-3%,-3%,2%
COc1ccc(-c2cc(C(=O)NCCN3CCOCC3)c3ccccc3n2)cc1,1%,8%,-1%,-6%,19%,17%,13%,4,17µM*,0%,10%
CC(C)(C)C(=O)Nc1cc(S(=O)(=O)Nc2ccc(Cl)cc2)ccc1O,-2%,1%,-7%,-2%,-14%,41%,1%,-18,u,-2%,-4%
Cc1nn(C)c(C)c1S(=O)(=O)N1CCCC(C(=O)NCCc2ccc(Cl)cc2)C1 (centres undefined),-1%,3%,19%,-5%,2%,37%,-2%,3,0%,-1%,-2%
O=C(c1ccccc1Cl)N(Cc1ccc(Cl)c(Cl)c1)N1C(=O)CCCC1=O,15%,5%,-3%,-6%,-5%,-13%,27%,26,-2%,4%,-6%
COc1ccc(C)cc1NC(=O)c1nn(C)c(C(=O)Nc2cc(C)ccc2OC)c1[N+](=O)[O-],0%,-3%,-4%,-1%[11.5 µM],-1%,13%,u,-11,4%,-2%,x
CCCCS(=O)CC(COC)OC(=O)c1ccccc1 (centres undefined),-7%,3%,2%,0%,-2%,4%,u,-1,1%,-1%,6%
CCCCN(C(=O)c1c(C)noc1C)c1c(N)n(CCC)c(=O)[nH]c1=O,-3%,x,0%,x,-4%,x,x,36[activator],-3%,-1%,7%
Cc1nc2sc(C(c3cccs3)N3CCOCC3)c(O)n2n1 (centres undefined),-2%,-2%,0%,0%,-3%,u,2%,6,-3%,1%,-1%
Cc1ccc(NC(=O)CCn2c(=O)c3cccn3c3ccccc32)c(C)c1,-6%,-6%,-4%,x,5%,34%,13%,12,-1%,-7%,-7%
COc1ccc(C2(NC(C)=O)CCN(C(=O)c3ccco3)CC2)cc1,2%,9%,0%,1%,-20%,u,10%,4,0%,-3%,-2%
CC(=O)Nc1ccc(NS(=O)(=O)Cc2ccccc2)cc1,-10%,0%,0%,1%,-10%,3%,0%,2,-1%,-1%,19%
CC1CC2(C)Oc3ccccc3C3OCC1(CO)C(C)C32 (centres undefined),x,12%,x,-2%,-15%,-5%,9%,-6,2%,x,x
COc1ccc(C)cc1NC(=O)COCC(=O)O,-1%,-3%[0.365 µM],-11%,8%,1%,2%,-12%,-4,5%,-2%,1%
O=C(CCS(=O)(=O)c1ccccc1)Nc1ccc(-c2nc3ccccc3s2)c(O)c1,1.3µM*,-8%,14%,1%,6%,-13%,u,-18,3%,u,17%
O=C(Nc1ccc(S(=O)(=O)Nc2ncccn2)cc1)C(F)(F)F,2%,-13%,-2%,-3%,5%,-3%,-14%,22,2%,-6%,17%
Cc1ccnc(NC(=O)CCN2C(=O)c3ccccc3S2(=O)=O)n1,7%,x,-12%,x,-8%,x,x,-5,3%,10%,3%
Cc1ccccc1-n1c(=O)c2ccccc2n2c(=O)[nH]nc12,u,-7%,9%,-14%,1%,-16%,5%,9,1%,-2%,-7%
O=C1CSC(=Nc2cccc(Cl)c2Cl)N1,-4%,2%,-2%,0%,-32%,-25%,6%,-25,-9%,-5%,-4%
COC(=O)CNC(=O)CNC(=O)Nc1ccccc1,-2%,2%,0%,-18%,-2%,4%,-7%,6,0%,0%,-2%
CSCc1ccc(C(=O)N2CCC(CCC(=O)N(C)Cc3ccccc3)CC2)o1,5%,-2%,-3%,21%,-1%,19%,-18%,-16,6%,0%,-8%

# Structures listed so far with a COOH group:
SMILES,Rab9 promoter act,Gal4-VP16 FLuc,ELG1 genotox,PKM2 act,BRCA1 expr up,RORg inh,Menin MLL FP TR,Giardia killer,FLuc counter,NPC1 promoter act,p53 reactivation
Cc1c(CCC(=O)N[C@@H](CC(C)C)C(=O)O)c(=O)oc2cc3oc4c(c3cc12)CCCC4,-7%,u,4%,x,-31%,0.63µM*,-19%,41[activator],17µM*,-3%,-7%
COc1ccc(C)cc1NC(=O)COCC(=O)O,-1%,-3%[0.365 µM],-11%,8%,1%,2%,-12%,-4,5%,-2%,1%

# Only part of the results is shown (hit frequency here may not be typical).
